AID inhibitor = Primary qHTS assay for inhibitors of Activation Induced Cytidine Deaminase (AID): AID signal. AID deamination FRET fluorescence, UDG-coupled, 4 h. Potency, µM (top dose mostly 115 µM), for the others: at the highest dose activity change, negative = inhibition, usual class: inhibitors. hit rate 0.32% among 91,000; also: nearly all actives have a fitted effect of over 25% in size
Target sequence (Q9GZX7 whole entry, looked up): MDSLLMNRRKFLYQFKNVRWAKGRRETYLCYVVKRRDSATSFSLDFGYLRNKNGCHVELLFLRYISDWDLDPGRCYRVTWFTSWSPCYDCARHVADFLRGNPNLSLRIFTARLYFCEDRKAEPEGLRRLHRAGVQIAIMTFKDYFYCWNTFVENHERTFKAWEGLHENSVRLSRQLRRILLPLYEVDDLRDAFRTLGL
UDG counter = Primary qHTS assay for inhibitors of Activation Induced Cytidine Deaminase (AID): UDG Counterscreen signal; hit rate 0.14% among 91,000; Potency, µM (doses to about 115 µM), without a hit: at the top dose activity change, negative = inhibition, usual class: inhibitors; Uracil-DNA glycosylase; FRET deamination/UDG coupled assay, UDG read, 4 h; also: nearly all actives have a fitted effect of over 65% in size
Numbers without * were called inactive; u = inconclusive; & = joins results of further samples; [ ] = another dose, or the depositor's remark. Calls follow the shape of the dose curve; as a rule, active = well fitted curve in the direction sought with a large enough effect; inconclusive = small, poorly fitted or top-dose-only effect, or another doubt; inactive = no such curve, though single readings can be large; an effect the other way counts as inactive or inconclusive. % is scaled to controls: 0 for no effect and ±100 for the full control effect; potency is read from the fitted curve at half-maximal effect.

Structure | AID inhibitor | UDG counter
CC1=C(c2ccc(C(C)C)cc2)S(=O)(=O)N=C1N1CCN(c2ccc(F)cc2)CC1 | 19% | 1%[57.5 µM]
Cc1cc(OCC(=O)Nc2ccccc2N2CCN(S(C)(=O)=O)CC2)ccc1Cl | -9% | -4%
O=C(NCc1ccccc1S(=O)(=O)N1CCOCC1)c1ccc(F)cc1 | -7% | -6%
N#Cc1c(-c2ccccc2)cc(-c2cccs2)nc1S(=O)Cc1ccccc1 (stereo not drawn) | -18% | -12%
N#Cc1cc(-c2ccccc2)sc1N | -2% | -2%
O=C(C1=C(c2ccccc2)S(=O)(=O)CCO1)N(Cc1ccccc1F)c1ccccn1 | -2% | -2%
O=C(O)CNS(=O)(=O)c1cccc(C(=O)/C=C/c2ccc(Cl)cc2)c1 | -16% | 7%
CCn1cc(S(=O)(=O)c2cc(C)cc(C)c2)c(=O)c2cc(F)c(N3CCOCC3)cc21 | -10% | -6%
COc1ccc(-c2noc(-c3ccc(N4CCN(c5ccccc5OC)CC4)c([N+](=O)[O-])c3)n2)cc1 | 3% | 8%
CC1CCN(c2nc3c(S(=O)(=O)c4cccc(Cl)c4)nnn3c3ccsc23)CC1 | u | -4%
CCn1c(Cc2ccc(OC)cc2)nnc1SCc1nc2ccccc2c(=O)[nH]1 | -10% | 20%
Cc1ccc2c(CNCc3ccco3)cc(=O)oc2c1 | 14% | 7%
Cc1ccc(C(=O)NC2CC2)cc1NC(=O)CC1C=CCC1 (stereo not drawn) | -7% | -3%
COC(=O)Cc1c(C)c2ccc(OCc3ccccc3Cl)cc2oc1=O | -6% | 9%
CCOc1ccc(/C=C/c2nc(C#N)c(NCCCN3CCOCC3)o2)cc1 | 0% | -4%
CCN(CC)c1ccc(NS(=O)(=O)c2ccc(C3CCCCC3)cc2)cc1C(=O)O | -4% | -8%
N#Cc1cccc(/C=C2\CSc3ccccc3C2=O)c1 | -24% | -9%
O=C(c1cc(N2CCCCC2)nc2ccccc12)N1CCOCC1 | 9% | 6%
CC(=O)N1CCc2cc(S(=O)(=O)CCC(=O)N3CCN(c4ccccc4F)CC3)ccc21 | 0% | -9%
Cc1ccc(-c2cc(C(=O)N3CCN(CC(=O)N4CCOCC4)CC3)c3ccccc3n2)cc1 | -6% | -3%
COc1ccc(NC(=O)Cn2c(=O)oc3cc(S(=O)(=O)N4CCCCCC4)ccc32)cc1OC | 4% | 2%
Cc1ccccc1-c1cc(C(=O)NC2CCCCCC2)c2cccc(Cl)c2n1 | 17% | 0%
COc1ccc(-c2cc(C)no2)cc1S(=O)(=O)NCc1ccc(OC(C)C)cc1 | -1% | -3%
Cc1ccc(N(CC(=O)NCCc2ccccc2)S(=O)(=O)N(C)C)cc1 | -12% | -13%
O=C(Cc1ccccc1Cl)NCc1cccc(C(=O)Nc2ccccc2)c1 | 1% | 5%
CCCCNC(=O)[C@@H](c1ccccc1)N1Cc2ccccc2C1=O | 7% | -5%
Cc1ccc(-c2onc(C)c2C)cc1S(=O)(=O)N1CCN(c2ccccc2F)CC1 | 6% | -1%
CC1=C(C(=O)Nc2ccccc2)C(c2ccc(C(=O)O)cc2)n2nc(SCC(=O)c3ccc(C)cc3)nc2N1 (stereo not drawn) | -14% | -17%[57.5 µM]
CCC(C)NC(=O)COCc1cc(-c2ccc3c(c2)OCO3)on1 (stereo not drawn) | 2% | 12%
CCCCCCSc1nnc2c(n1)OC(C)Nc1ccc(Br)cc1-2 (stereo not drawn) | -10%[57.5 µM] | -4%[57.5 µM]

Three structures out of the list, sorted by count of non-hydrogen atoms, high to low.
Structure | AID inhibitor | UDG counter
Cc1ccc(-c2onc(C)c2C)cc1S(=O)(=O)N1CCN(c2ccccc2F)CC1 | 6% | -1%
COc1ccc(-c2cc(C)no2)cc1S(=O)(=O)NCc1ccc(OC(C)C)cc1 | -1% | -3%
Cc1ccc(N(CC(=O)NCCc2ccccc2)S(=O)(=O)N(C)C)cc1 | -12% | -13%

Later entries
Structure | AID inhibitor | UDG counter
O=C(Nc1ccccc1Br)C1CC2CCC1C2 (stereo not drawn) | -5% | -4%
O=C(NCc1nc(-c2ccccc2)no1)c1ccco1 | 1% | 2%
O=c1cc(-c2ccccc2)nc(SCc2nc(-c3ccccc3Cl)no2)[nH]1 | -2% | u
Cc1ccc(C(=O)C(OC(=O)c2ccco2)c2ccccc2)cc1C (stereo not drawn) | 11% | -6%
CCc1cccc(C)c1NC(=O)Cn1ccn(-c2ccc(OC)c(OC)c2)c(=O)c1=O | 1% | 4%
COc1cc(C#N)c(C(=O)c2ccc(C)cc2)cc1OC | -12% | -5%
Cc1ccc(C(=O)COC(=O)c2ccc(N3CCCC3=O)cc2)cc1C | 9% | -1%
CCC(=O)Oc1ccc2c(=O)c(Oc3cc(C)cc(C)c3)c(C(F)(F)F)oc2c1 | -3% | 9%
CCCNC(=O)c1cccc(NC(=O)CCc2ccccc2)c1 | 2% | 1%
CCNCc1ccc(-c2ccc(C(F)(F)F)cc2)o1 | 10% | 8%
O=C(Nc1ccccc1)Nc1ccc(NC(=O)c2ccc(Cl)cc2)cc1 | -7% | -7%
Cc1cccc(Cn2c(SCc3ccc(C(=O)NCCc4ccccc4)cc3)nc3cccnc32)c1 | -4% | -3%
CCOc1ccccc1C1C(C#N)=C(SCC(=O)Nc2ccc(C)cc2)NC2=C1C(=O)CCC2 (stereo not drawn) | -16% | -8%
COc1ccc(Oc2c(C(F)(F)F)oc3cc(OC(C)=O)ccc3c2=O)cc1 | -4% | -1%
CCOC(=O)N1CCc2c(sc3c2c(=O)n(-c2ccc(CC)cc2)c(=O)n3CC(=O)c2ccc(F)cc2)C1 | 10% | 6%[57.5 µM]
Cc1nc(-c2ccccn2)sc1C(=O)NC1CCC(C(F)(F)F)CC1 (stereo not drawn) | 2% | 1%
CC1C(=O)C2(CCCCC2)C(=O)OC1c1ccc(Cl)cc1 (stereo not drawn) | 10% | 1%
CC(C)CCC(C)(N)C(=O)O (stereo not drawn) | 0% | -1%
CC(CCc1ccccc1)NCc1ccco1 (stereo not drawn) | -3% | -11%
Cc1cc(=O)n(CC(=O)Nc2cccc([N+](=O)[O-])c2)c(-n2nc(C)cc2C)n1 | 0% | -19%

Profiles, quoted from the list. Values in the order: AID inhibitor, UDG counter
CC1C(=O)C2(CCCCC2)C(=O)OC1c1ccc(Cl)cc1 (stereo not drawn) is entered as 10%, 1%
CC(C)CCC(C)(N)C(=O)O (stereo not drawn) is entered as 0%, -1%
Cc1cccc(Cn2c(SCc3ccc(C(=O)NCCc4ccccc4)cc3)nc3cccnc32)c1 is entered as -4%, -3%

Going on with the list.
Structure | AID inhibitor | UDG counter
Cc1nn(C)c2sc(C(=O)N3CCN(S(=O)(=O)c4ccc(F)cc4F)CC3)cc12 | -1% | 1%
Cc1ccc(F)cc1NC(=O)CCc1c[nH]c2ccccc12 | -9% | 1%
Cc1cccc(NC(=O)c2cccc(N3CCCS3(=O)=O)c2)c1 | -12% | 25%
O=C(Cn1ncc2c([nH]c3ccccc32)c1=O)Nc1cc(F)ccc1F | -13% | -1%[57.5 µM]
COCCOC(=O)C1=C(C)N=C2SCCC(=O)N2C1c1ccc(OCc2ccccc2)c(OC)c1 (stereo not drawn) | 14% | 2%
Cc1ccc(-c2nc(CCNc3ncccc3C#N)co2)cc1 | -7% | -2%
COc1ccc(NC(=O)CN2C(=O)COc3ccc(S(=O)(=O)Nc4ccccc4)cc32)cc1 | 10% | -4%
N#Cc1c(N)n[nH]c1CCCNC(=O)c1ccccc1-c1ncc(-c2ccccc2)o1 | -8% | -5%
CCc1ccc(C(=O)COC(=O)COc2ccc(Cl)c(C)c2)cc1 | 6% | -1%
CSc1ccc(CCNC(=O)c2cc3cc(S(=O)(=O)N4CCCCC4)ccc3n2C)cc1 | -9% | -16%
CCC(CC)C(NC(C)=O)c1cccs1 (stereo not drawn) | -2% | -9%
CCOc1ccc(/C=C/c2nc(C#N)c(N(C)Cc3ccccc3)o2)cc1 | -9% | -6%
Cc1ccc(Nc2nnc(SCC(=O)c3ccc(Cl)s3)s2)cc1C | 13% | -1%
CCOC(=O)/C=C1\OC2(O)CC(C1C(=O)OCC)[C@H]1CO[C@@H]2O1 (stereo partly drawn) | 2% | -2%
Cc1ccc(-c2cc(C(=O)Nc3cc(C)on3)c3ccccc3n2)cc1 | 0% | 3%
O=C(COc1cc(F)cc(F)c1)NC1CCS(=O)(=O)C1 (stereo not drawn) | 2% | -5%
CCCCNC(=O)C1CCN(C(=O)c2ccc(C(F)(F)F)cc2)CC1 | 5% | 3%
COc1ccc(C)cc1NC(=O)CC(=O)Nc1ccc2nc3n(c(=O)c2c1)CCCCC3 | 34%[activator] | 4%
O=S(=O)(c1ccc(Br)s1)N1CCN(c2cccc(C(F)(F)F)c2)CC1 | u | -13%
Cc1ccc(CNC(=O)[C@H](CC(C)C)NC(=O)N2CCn3c2nc2ccccc23)cc1 | -16% | -10%
C=C1C[C@@]23CC[C@H]4[C@@](C)(CCC[C@@]4(C)C(=O)OC4OC(CO)C(O)C(O)C4O)[C@@H]2CC[C@]1(OC1OC(CO)C(O)C(O)C1OC1OC(CO)C(O)C(O)C1O)C3 (stereo partly drawn) | 18% | 11%
Cc1nc2sc(C(=O)Nc3ccc(F)cc3)c(N)c2c(-c2ccc(Br)cc2)c1C(=O)Nc1ccc(Cl)cc1 | 8% | -2%
Cc1cc(-c2nc3ncccc3o2)ccc1NC(=O)CC12CC3CC(CC(C3)C1)C2 | -10% | 15%
CCOc1ccc(NC(=O)c2cc3c(s2)-c2ccccc2OC3)cc1 | -16% | -8%
S=C(NCc1ccc(Cl)cc1)Nc1ccc(Br)cc1 | 5% | 6%
COc1ccc(-c2nc3ccccc3o2)cc1NC(=O)COc1c(C)cc(Cl)cc1Cl | 5% | 0%
Cc1cc(Br)ccc1NC(=O)CNC(=O)CCc1ncc(-c2ccc(F)cc2)o1 | -5% | -12%
CC(C)CCNCCCCCN | -7% | -7%
COc1ccc(OC)c(CCNC(=O)C2=C(C)C(=O)OC23CCC(C)CC3)c1 (stereo not drawn) | -2% | -6%
CN(C(=O)CSc1nc2c(c(=O)[nH]1)CCCC2)c1ccccc1 | 48%[activator] | u
CCCCNC(=O)Cn1ncc2c(C)n(Cc3cccc(Cl)c3)c(C)c2c1=O | -8% | -23%
CCc1ccc(C2C=C(c3ccc(Br)cc3)Nc3ncnn32)cc1 (stereo not drawn) | -27% | u
COc1ccc(-c2n[nH]c3c2cnc2ccc(F)cc23)cc1 | 25% | 19%
O=C(OCc1cc(=O)oc2cc3c(cc12)CCC3)C1CCCO1 (stereo not drawn) | -8% | -10%
Fc1ccc(Cn2c(-c3cccc(Br)c3)nc3ccccc32)cc1 | u | -15%
CCc1ccc(NC(=O)Cn2c(=O)c3cc(Cl)ccc3n3nncc23)cc1 | 6% | 0%
O=C(Cc1ccc(Cl)cc1)NC1C2CC3CC(C2)CC1C3 (stereo not drawn) | -9% | -7%
CCOC(=O)c1c(NC(=O)c2ccc(S(=O)(=O)N3CCC(C)CC3)cc2)sc2c1CCN(C(C)C)C2 | 44%[activator] | 2%
COc1cc(C2C(C(=O)OC(C)C)=C(C)N=C3SCCC(=O)N32)ccc1OCc1ccccc1 (stereo not drawn) | 0% | -7%
COC(=O)Oc1ccc2c(=O)c(Oc3cccc(C)c3)coc2c1 | -3% | -4%
CCOc1ccc(-c2nc(CSc3nc4c(=O)[nH]cnc4n3C)c(C)o2)cc1OC | -15% | -5%
CC1CCN(C(=O)C2COc3ccccc3C2)CC1 (stereo not drawn) | 11% | -2%
O=C(O)c1cccc(COc2cccc(Cl)c2)c1 | 6% | -1%
CCOc1cc2ccccc2cc1C(=O)Nc1nnc(C)s1 | 2% | -2%
COc1ccc(Cn2c(CO)cnc2SCC(=O)NCc2ccco2)cc1 | -18%&17% | 0%&10%
COC(=O)C(=O)CC(=O)c1ccc(N2CCOCC2)cc1 | 3% | -3%
CCOc1ccc(NC(=O)c2c(NCc3sccc3C)sc3c2CCCCC3)cc1 | 41%[activator] | -10%
COc1cc(/C=C(/C#N)c2ccc(C(F)(F)F)cn2)ccc1O | 2% | 6%
CCCc1ccc(S(=O)(=O)N2CCC(c3nnnn3-c3ccc(OC)cc3)CC2)cc1 | 7% | 8%
COC(=O)CN1CCCC1c1cccs1 (stereo not drawn) | -5% | -12%

(continued)
Structure | AID inhibitor | UDG counter
CCOC(=O)C1CCCN(S(=O)(=O)c2cc3c4c(c2)CC(=O)N4CCC3)C1 (stereo not drawn) | -7% | u
Cc1cc(-c2noc(COc3ccc(I)cc3)n2)c2ccccc2n1 | -15% | -7%
CC(=O)c1cc2c(cc1NC(=O)CSc1nnc(C3CCCCC3)o1)OCO2 | -8% | 3%
CC(C)c1cccc(NC(=O)c2cccc(CS(C)=O)c2)c1 (stereo not drawn) | -5% | 2%
COc1ccc(CCNC(=O)c2ccc3c(c2)N(Cc2ccccc2Cl)C(=O)c2ccccc2S3)cc1OC | -5% | -6%[57.5 µM]
CCCCOCCCNC(=O)CCSc1ccccc1 | 8% | 6%
CCOc1ccccc1NC(=O)C1CCN(S(=O)(=O)Cc2ccccc2)CC1 | 3% | -8%
N#Cc1nc(COc2ccccc2F)oc1NCc1cccnc1 | 3% | 2%
Cc1c(C(=O)OCc2ccc(C#N)cc2)oc2ccccc12 | -4% | 5%
Cc1cccc(-c2nc3c4ccccc4nc(N4CCN(c5cc(C)ccc5C)CC4)n3n2)c1 | -1% | -2%

An excerpt; count on the stated rates, not on these rows.
